SW480 rereplic: A quantitative high throughput screen for small molecules that induce DNA re-replication in SW480 colon adenocarcinoma cells; SW480 DNA re-replication, Hoechst DNA content imaging, 48 h; Potency, µM (highest dose often 46.1 µM), inactives show at the top dose re-replication activation, hits mostly activators; hit rate 1.8% among 340,000; AID 624297, 2012; note: potency is the fitted concentration of half-maximal effect; % of control where 0% means no effect; nearly all actives have a fitted effect of over 55% in size
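Compounds, transferred as 23 nL by pin tool, were incubated with cells for 48 hr; DNA content per nucleus was then quantified by Hoechst staining and fluorescence plate imaging.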
GLP1R cytotox: qHTS of GLP-1 Receptor Inverse Agonists: Cytotox Screen; HEK293 cAMP-luciferase reporter cells, luminescence, 24 h; AID 624418, 2012; Potency, µM (doses to about 38.3 µM), for inactives: at the top dose activity change, negative = inhibition, hits mostly inhibitors; hit rate 0.13% among 410,000;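 note: loss of luciferase light is scored as toxicity; potency is the fitted concentration of half-maximal effect; % is set by controls: 0 for no effect and ±100 for the full control effect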
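Cells in DMEM/10% Nu serum/1% pen-strep, 1536-well format. Pre-incubated 12 h, dosed with 23 nL compound, incubated a further 24 h. Luciferase detection, 12 min at room temp, luminescence.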
KB-V1 cytotox: qHTS assay for MDR1-selective chemotherapeutics: Primary screen using the drug-selected MDR subline cells KB-V1; KB-V1 MDR cells viability, CellTiter-Glo, 72 h; hit rate 3.4% among 400,000; Potency, µM (top dose mostly 46.1 µM), without a hit: at the top dose activity change, negative = cytotoxicity, hits mostly cytotoxic; note: potency is the fitted concentration of half-maximal effect; % is set by controls: 0 for no effect and ±100 for the full control effect; nearly all actives have a fitted effect of over 60% in size
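KB-V1 cells (P-gp-expressing MDR subline of KB-3-1) in phenol-red-free DMEM with 10% FBS were exposed to library compounds over a concentration series for 72 h at 37 degrees C. Viability read by CellTiter-Glo luminescence; concentration-effect curves fitted after normalization.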
MCF10A rereplic: A quantitative high throughput screen for small molecules that induce DNA re-replication in MCF 10a normal breast cells | MCF 10A DNA re-replication, Hoechst nuclear intensity, 48 h | Potency, µM (doses to about 46.1 µM), for inactives: at the top dose activity, positive = re-replication, most hits filed as activators | hit rate 2.9% among 350,000; note: potency is the fitted concentration of half-maximal effect; % of control where 0% means no effect; nearly all actives have a fitted effect of over 50% in size
IL1B secr inh: qHTS for Inhibitors of Inflammasome Signaling: IL-1-beta AlphaLISA Primary Screen; THP-1 LPS/ATP IL-1B secretion, AlphaLISA, 16 h; active compounds read low; activity change, % at 57.5 µM; hit rate 4.7% among 360,000; in the data active = activity change below about -50%; inconclusive = mostly about -30% to -49%; note: % is set by controls: 0 for no effect and ±100 for the full control effect
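Secreted IL-1B measured by AlphaLISA bead assay after 16 h compound exposure of THP-1 cells; compounds (final up to 57.5 uM) added 1 h before LPS (250 ng/mL) and ATP (1.25 mM) stimulation; lower signal means less secretion.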
KB-3-1 cytotox: qHTS assay for MDR1-selective chemotherapeutics: Primary screen using the parental adenocarcinoma cell KB-3-1; hit rate 1.4% among 400,000; KB-3-1 viability, CellTiter-Glo ATP luminescence, 72 h; Potency, µM (doses to about 46.1 µM), for the others: at the top dose activity change, negative = cytotoxic, hits mostly cytotoxic; note: potency is the fitted concentration of half-maximal effect; % is set by controls: 0 for no effect and ±100 for the full control effect; nearly all actives have a fitted effect of over 60% in size
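Cytotoxicity in the drug-sensitive parental line KB-3-1 was scored as loss of CellTiter-Glo luminescence following 72 h incubation with compound. Values come from curve fitting of normalized concentration-response data.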
HT1080-NT tox: qHTS for induction of synthetic lethality in tumor cells producing 2HG: qHTS for the HT-1080-NT fibrosarcoma cell line; HT-1080-NT fibrosarcoma viability, CellTiter-Glo ATP luminescence, 48 h; Potency, µM (highest dose often 46.1 µM), without a hit: at the top dose activity, negative = less viability, actives largely listed as cytotoxic; hit rate 1.6% among 360,000;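 note: NT is the 2HG producing partner of a matched IDH1 knockdown line; potency is the fitted concentration of half-maximal effect; 0% = DMSO-treated cells and -100% = media-only wells without cells; nearly all actives have a fitted effect of over 55% in size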
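Toxicity toward the 2HG-producing NT line was scored as %Activity, normalised to DMSO and no-cell wells, from CellTiter-Glo luminescence after 48 hours' treatment.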
HT1080 IDH1KD tx: qHTS for induction of synthetic lethality in tumor cells producing 2HG: qHTS for the HT-1080-IDH1KD cell line. HT-1080 IDH1 knockdown viability, ATP luminescence, 48 h. Potency, µM (doses to about 46.1 µM), inactives show at the highest dose activity, negative = toxicity, hits mostly cytotoxic. hit rate 2% among 360,000. AID 686971, 2013;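 note: potency is the fitted concentration of half-maximal effect; 0% = DMSO wells and -100% = cell-free medium wells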
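HT-1080-IDH1KD cells (IDH1 knocked down), 750/well in RPMI with 5% FBS, treated with compound 48 h at 37 degrees C. Viability by CellTiter-Glo luminescence, normalised to DMSO and no-cell wells; concentration-response curves classed.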
D3 ag: qHTS of D3 Dopamine Receptor Agonist: qHTS; AID 652048, 2013; max activation, %; D3R DiscoveRx beta-arrestin cells, luminescence, 90 min; hit rate 0.58% among 410,000; in the data active = max activation above about 30%; note: 0% is about no effect; mostly tested at two doses, the higher about 12 µM
Target sequence (P35462 whole entry, looked up): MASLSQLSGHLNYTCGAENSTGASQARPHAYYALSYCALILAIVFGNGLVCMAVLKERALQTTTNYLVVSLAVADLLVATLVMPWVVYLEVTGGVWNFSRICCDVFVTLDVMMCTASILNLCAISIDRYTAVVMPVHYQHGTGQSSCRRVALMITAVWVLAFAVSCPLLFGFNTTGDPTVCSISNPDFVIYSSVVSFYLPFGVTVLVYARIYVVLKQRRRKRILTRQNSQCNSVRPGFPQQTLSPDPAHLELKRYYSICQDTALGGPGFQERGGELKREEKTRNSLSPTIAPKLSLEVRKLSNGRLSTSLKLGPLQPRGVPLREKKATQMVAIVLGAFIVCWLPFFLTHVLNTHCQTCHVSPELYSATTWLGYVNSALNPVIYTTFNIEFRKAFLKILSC
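Agonist-mode cell screen: cells plated at 1500/well and incubated overnight at 37 °C, then exposed to library compounds for 90 min at 37 °C. Detection reagent was added for 30–60 min at room temperature, and luminescence was read.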
* marks the source's active call; other numbers are inactive results; ? = inconclusive; . = not tested or not shown; & = joins results of further samples; [ ] = another dose, or the depositor's remark. Unless noted, calls come from the whole dose curve; as a rule, active = well fitted curve in the direction sought with a large enough effect; inconclusive = small, poorly fitted or top-dose-only effect, or another doubt; inactive = no such curve, though single readings can be large; an effect the other way counts as inactive or inconclusive. Outcome played no part in choosing rows; 11% or so of the library scored in one or more.

SMILES	SW480 rereplic	GLP1R cytotox	KB-V1 cytotox	MCF10A rereplic	IL1B secr inh	KB-3-1 cytotox	HT1080-NT tox	HT1080 IDH1KD tx	D3 ag
COc1ccc(S(=O)(=O)N(C(C)=O)c2ccc(OC(C)=O)c3ccccc23)cc1[N+](=O)[O-]	?	1%	?	?	124	?	21µM*	?	-3
C/C(=N\NC(=O)c1ccoc1C)c1ccc(Cl)s1	-10%	6%	26%	-21%	?	11%	1%	6%	3
Cc1ccccc1NC(=O)CCCSc1nc2ccccc2s1	0%	-4%	15µM*	13%	6	0%	-4%	1%	5
CC(C)(C)N1NC2(CCCCC2)NC1=S	1%	-1%	-4%	-2%	13	10%	5%	15%	-4
Cc1cccc(NC(=S)N2CCCC2)c1	4%	-15%	-5%	0%	14	-3%	-5%	6%	2
CS(=O)(=O)N1N=C(c2cccs2)CC1c1ccccc1F (stereo not given)	-20%	3%	16%	0%	-18	0%	-3%	0%	-8
OCC[C@@H]1C[C@@H](O)[C@H](O)[C@@]2(CCc3ccccc3O2)O1	1%	24%	18%	1%	23	27%	-15%	-1%	11
CCC(=O)N(NC1=NS(=O)(=O)c2ccccc21)S(=O)(=O)c1ccc(C)cc1	-9%	-6%	31%	2%	1	14%	15%	2%	12
Cc1ccc(OCc2nnc(SCCN3CCOCC3)n2C)cc1	-29%	-7%	1%	?	-25	14%	8%	4%	-1
CCc1nc2c(OCCOc3ccccc3)cccn2c1N(C)C(=O)c1ccccc1F	.	-8%	-2%	.	-1	0%	-7%	5%	-1
O=C(NNC(=O)c1cnccn1)c1cccc([N+](=O)[O-])c1	-1%	2%	-5%	1%	-3	-2%	0%	?	12
CCc1nc(SCC(=O)Nc2ccccc2OC)n[nH]1	-28%	8%	1%	-1%	6	3%	19%	18%	27
N#Cc1ccc(C(C(=O)NC2CCCCC2)n2c(=O)c(-c3cc4ccccc4[nH]3)nc3ccccc32)cc1 (stereo not given)	.	.	-19%	.	-2	-8%	-25%	-21%	8
O=C(c1cccs1)N1CCN(S(=O)(=O)c2cccc(Cl)c2Cl)CC1	-2%	-4%	?	12%	-21	-1%	1%	3%	2
COc1cccc(-c2nc(CS(=O)(=O)CC(=O)NCCN3CCOCC3)c(C)o2)c1	?	0%	-2%	24%	-2	1%	-1%	-5%	-12
CC(C)c1nc(SCC(=O)c2c[nH]c3ccccc23)n[nH]1	-11%	2%	?	-2%	6	23%	22%	1%	-41
Cc1ccc2c(c1)c(=O)c1ccccc1n2CCCC(=O)Nc1cc(Cl)ccc1C	.	-2%	-15%	.	.	?	.	.	14
CC(=O)c1c(C)[nH]c(C(=O)COc2ccc(C#N)cc2)c1C	-4%	-5%	-19%	1%	-5	-19%	-12%	-6%	4
O=C(c1cccc(S(=O)(=O)N2CCCC2)c1)c1nnc(-c2ccncc2)o1	3%	4%	0%	8%	11	-25%	-28%	2%[9.24 µM]	0
COc1cccc(-c2noc(-c3ccoc3C)n2)c1	2%	4%	-7%	-3%	35	-4%	1%	11%	2
C/C(=N\Nc1cc(N2CCOCC2)ncn1)c1cccc([N+](=O)[O-])c1	19%	18%	-22%	?	-21	-13%	5%	13%	9
O=C(COC(=O)c1cc(=O)[nH]c(=O)[nH]1)Nc1cccc(Cl)c1	-9%	-18%	-13%	-11%	21	2%	2%	1%	0
Cc1cccc(C)c1-n1nnnc1C1c2ccccc2C(=O)N1CCc1ccc(O)cc1 (stereo not given)	.	-5%	-1%	.	-9	-4%	-3%	3%	2
Cc1cc(C(=O)CN2C(=O)C(=O)N(C3CCCC3)C2=O)c(C)n1CCc1ccccc1	-5%	4%	?	16%	7	?	-10%	-17%	3
COc1cc(C=O)ccc1Oc1cnccn1	-2%	-4%	8%	5%	0	2%	-15%	-1%	2
CCOC(=O)C1CCN(C(=O)c2ccc3snnc3c2)CC1	-1%	-6%	6%	-4%	15	-1%	11%	8%	-6
COc1ccc(-n2c(=O)c3ccccc3n(Cc3cccc(C)c3)c2=O)cc1OC	-10%	?	-18%	-5%	21	0%	-6%	0%	2
CCOC(=O)C1C(=O)NC(C(=O)OCC)(C(=O)OCC)C1CC (stereo not given)	-3%	3%	0%	-9%	-9	0%	21%	18%	4
COc1cccc(COC(=O)CSCC(=O)Nc2ccc(C)cc2)c1OC	.	6%	?	.	-21	0%	-8%	2%	4
Fc1ccc(F)c(CN2CCN(c3ncccn3)CC2)c1	0%	11%	1%	1%	-10	16%	4%	3%	31*
CC1SC(=NC(=O)c2ccco2)NC1=O (stereo not given)	-3%	0%	0%	1%	-9	3%	1%	-2%	-5
COc1ccc(/C(N)=N/OC(=O)c2ccc(C)c([N+](=O)[O-])c2)cc1	-1%	1%	14%	?	-7	9%	23%	16%	4
CSc1ncccc1C(=O)N1CCC(C)(C(=O)O)C1 (stereo not given)	.	-1%	-22%	.	-8	0%	0%	12%	-11
Cc1cccc(C)c1NC(=O)CSc1nnc(-c2ccccc2)n1Cc1ccc2c(c1)OCO2	?	-11%	-5%	6%	?	17%	11%	1%	0
Cn1c(Nc2ccc(Cl)cc2)cc(=O)n(C)c1=O	-3%	1%&-11%	?	-15%	1	2%	5%	4%	5&4
FC(F)(F)c1ccc(NCCc2ccccc2)nc1	-2%	-11%	?	-3%	-11	18%	13%	?	-5
CCOC(=O)c1c(C)n2c3c(cc(C)cc13)CCC2	-5%	-7%	-2%	?	34	19%	14%	1%	-1
COc1ccc(/C=N/Nc2nnc(-c3ccccc3)c(=O)[nH]2)cc1	18%	-11%	13µM*	?	-71*	5.2µM*	13µM*	13µM*	-1
COc1ccc(Cl)cc1NS(=O)(=O)c1ccc2c(c1)NC(=O)CC(=O)N2	.	4%	30%	.	.	10%	.	.	3
O=C(CSc1nnc(-c2c[nH]c3ccccc23)o1)N1CCCCC1	?	-9%	?	-7%	-11	0%	-13%	-24%	-22
O=C(CNc1ccccc1N1CCCC1=O)Nc1cc(C(F)(F)F)ccc1-n1cncn1	3%	2%	-1%	3%	-9	11%	7%	14%	3
CC1C(c2ccccc2)OCCN1C(=S)Nc1ccc(S(=O)(=O)N2CCCCC2)cc1 (stereo not given)	.	-1%	0%	.	-9	10%	3%	2%	17
Cc1cc(NC(=O)C(C)C)cc(-c2nc3ncccc3o2)c1O	.	2%	1%	.	.	-1%	.	.	1
CCn1cc(Br)c(C(=O)Nc2ccc(OC)cc2)n1	10%	-29%	-6%	?	-4	3%	3%	11%[9.24 µM]	0
CCN(CC(=O)NCc1ccc(Cl)cc1)C(=O)c1ccc(C#N)cc1	?	-2%	0%	-9%	1	0%	0%	2%	0
Cc1ccc(-c2csc3ncnc(NCCC(=O)O)c23)cc1C	-6%	-4%	28%	-15%	49	4%	-2%	-8%	6
O=C1CCC(=O)N1OCCCOc1ccccc1	-18%	1%	15%	-4%	0	-4%	-3%	-5%	-3
COc1ccc2nc(SCC(=O)NCc3ccc(S(N)(=O)=O)cc3)[nH]c2c1	15%	-3%	-9%	-3%	0	0%	1%	16%	-13
N#Cc1c(-c2ccccc2)[nH]c(=O)[nH]c1=O	-103%[inhibitor]	6%	6%	1%	14	1%	19%	1%	2
Cc1ccccc1CSc1nnc2ccc(-c3ccncc3)nn12	-6%	4%	?	0%	-30	-4%	-3%	-15%	-6
O=C(Nc1ccc(-c2cn3cccnc3n2)cc1)c1cc(Br)ccc1Cl	.	-12%	2%	.	.	-6%	.	.	1
CN1C(=O)Cc2cc(S(=O)(=O)CCC(=O)N3CCN(c4ccc(Cl)cc4)CC3)ccc21	.	0%	-10%	.	.	-11%	.	.	1
COc1cccc(NC(=O)Nc2ccc(C)c(Cl)c2)c1	-94%[inhibitor]	-6%	11%	?	-23	0%	-1%	-20%	-16
COc1cccc(C(=O)C2CCCN(Cc3c(C)n(C)n(-c4ccccc4)c3=O)C2)c1 (stereo not given)	2%	6%	-3%	5%	18	0%	-5%	12%	-12
COc1ccc(C(=O)CNc2ccccc2C#N)cc1	0%	-3%	-5%	15%	-9	-1%	1%	-9%	-9
O=C(COc1cc2oc(=O)c3c(c2cc1Cl)CCC3)N1C[C@H]2C[C@@H](C1)c1cccc(=O)n1C2	-19%	8%	-22%	-1%	-8	0%	0%	-3%	5
O=C(Cc1csc(-c2ccccc2)n1)NCc1cccs1	-1%	-2%	?	-1%	31	0%	-3%	0%	1
CC(c1ccccc1)n1c(-c2ccc(Cl)cc2)n[nH]c1=S (stereo not given)	4%	-10%	-2%	9%	30	-9%	-2%	-8%	-5
COc1cccc(C(=O)NCc2nnc(SCC(=O)Nc3nccs3)n2-c2ccccc2)c1	-2%	3%	2%	15%	7	24%	0%	10%	0

Some entries already given, reduced to GLP1R cytotox.
canonical_smiles | GLP1R cytotox
COc1cccc(C(=O)C2CCCN(Cc3c(C)n(C)n(-c4ccccc4)c3=O)C2)c1 (stereo not given) | 6%
CCn1cc(Br)c(C(=O)Nc2ccc(OC)cc2)n1 | -29%
O=C(COc1cc2oc(=O)c3c(c2cc1Cl)CCC3)N1C[C@H]2C[C@@H](C1)c1cccc(=O)n1C2 | 8%
